# Compound activity as filed in PubChem.
# RPL19A TOR yeast = alters RPL19A-GFP fluorescence in TOR pathway yeast screen; S. cerevisiae RPL19A-GFP strain, flow cytometry, 3 h; stronger effect = lower value; hit rate 0.3% among 330,000; percent response vs DMSO, % at 10 µM;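 active means percent response vs DMSO below 50%; inconclusive means fewer than 70 events counted for the yeast strain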;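 further: median channel GFP fluorescence of the barcoded RPL19A-GFP strain; ratio of sample median GFP to plate DMSO average so 100% = DMSO; lower means less RPL19A-GFP as with rapamycin TOR inhibition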
# procasp7 counter = counter-screen for procaspase-3 activators: activators of human procaspase-7. P55210. hit rate 0.093% among 330,000. recombinant procaspase-7, Ac-DEVD-pNA absorbance 405 nm; D23A/D198A/D206A triple mutant, cannot self-cleave; scale: DMSO 0, 5 µM enzyme 100. AID 463210. activation, % at 8.5 µM;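 active means percent activation above the screen-wide mean plus 3 SD, cut at about 25% in these data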
# Target sequence (P55210 whole entry D23A/D198A/D206A): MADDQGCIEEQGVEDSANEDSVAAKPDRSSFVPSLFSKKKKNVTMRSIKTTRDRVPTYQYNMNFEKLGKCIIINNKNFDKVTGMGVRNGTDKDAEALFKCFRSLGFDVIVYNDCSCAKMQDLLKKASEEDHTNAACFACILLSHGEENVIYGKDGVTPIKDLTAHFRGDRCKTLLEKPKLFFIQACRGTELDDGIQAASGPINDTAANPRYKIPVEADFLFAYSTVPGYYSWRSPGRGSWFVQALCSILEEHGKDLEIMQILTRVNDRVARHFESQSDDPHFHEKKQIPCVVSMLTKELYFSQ
#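 Assay system: Uncleavable procaspase-7 mutant enzyme; Input: 2 µM procaspase-7 mutant as dispensed; Also added: DEVD-pNA substrate; Medium: Zinc-free HEPES pH 7.4 with 300 mM NaCl, 0.01% Triton X-100; Timing: 1 h compound preincubation, 2 h substrate cleavage, 25 °C; Measured by: Epi-absorbance of released pNA at 405 nm, two timepoints.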
# LAP4-GFP MLPCN = alters LAP4-GFP fluorescence in TOR pathway yeast screen; S. cerevisiae LAP4-GFP multiplex, flow cytometry GFP, 3 h; median GFP as percent of DMSO wells; GFP response vs DMSO, % at 10 µM; hit rate 0.34% among 320,000;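 active means GFP response vs DMSO above a set limit, about the screen mean plus 3 SD, cut at about 150% in these data; inconclusive means under 70 cell events counted for the yeast strain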
# procasp3 activ = activates human procaspase-3 | recombinant procaspase-3 D3A, Ac-DEVD-pNA absorbance 405 nm | activation, % at 8.5 µM | hit rate 0.11% among 330,000 | AID 463141;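 active means activation above the mean of all tested compounds plus 3 SD, cut at about 21% in these data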;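 further: 0% = DMSO alone and 100% = DMSO wells spiked with extra 5 µM PC-3 D3A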
# Target sequence (P42574 whole entry D9A/D28A/D175A): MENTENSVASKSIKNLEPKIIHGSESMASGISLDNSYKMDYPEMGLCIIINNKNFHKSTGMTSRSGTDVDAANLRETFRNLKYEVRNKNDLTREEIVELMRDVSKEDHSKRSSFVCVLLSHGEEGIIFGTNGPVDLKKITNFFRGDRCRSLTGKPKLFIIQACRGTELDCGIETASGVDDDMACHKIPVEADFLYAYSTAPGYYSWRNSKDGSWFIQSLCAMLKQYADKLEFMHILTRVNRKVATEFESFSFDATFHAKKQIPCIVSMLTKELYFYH
#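 Compound: 8.5 µM single point, 0.8% DMSO / Material: Autoprocessing-dead procaspase-3 D3A mutant enzyme / Timing: 1 h preincubation plus 2 h reaction at 25 °C / Medium: Zinc-free HEPES/NaCl buffer with 0.01% Triton X-100 at pH 7.4 / Technique: 405 nm absorbance of p-nitroaniline, reads at 0 and 120 min / Repeats: one well per compound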
# MEP2-GFP yeast = yeast TOR pathway MEP2-GFP modulation; S. cerevisiae MEP2-GFP strain, flow cytometry GFP, 3 h; 100% = DMSO control level; GFP response vs DMSO, % at 10 µM; hit rate 0.51% among 330,000;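 active means GFP response versus DMSO above a set limit, roughly screen mean plus 3 SD, cut at about 180% in these data; inconclusive means fewer than 70 cells counted for a yeast strain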;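 further: median GFP fluorescence of the barcode-gated MEP2-GFP cells per well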
# * hit, by the source's call; ? = inconclusive; nt = not tested or not shown; [ ] = remark or other dose. An excerpt (hit frequency here may not be typical).
SMILES,RPL19A TOR yeast,procasp7 counter,LAP4-GFP MLPCN,procasp3 activ,MEP2-GFP yeast
COc1ccc(Cl)cc1C(=O)Nc1ccc2nc3n(c(=O)c2c1)CCCC3,104,nt,88,nt,109
O=C(NCCN1CCN(c2ccccc2)CC1)Nc1ccccc1Br,114,nt,102,nt,115
O=C(N/N=C/c1ccccc1O)c1cccc2ccccc12,95,nt,95,nt,103
C/C(=N/NS(=O)(=O)c1ccc(C)cc1)c1c[nH]c2ccccc12,113,nt,76,nt,102
C/C(=N/NC(=O)c1cc(-c2ccccc2)nc2c(Cl)cccc12)c1cccnc1,113,nt,78,nt,105
CCCCOc1ccc(NC(=O)CN2CCN(CC)CC2)cc1,114,nt,104,nt,112
COc1ccc(CCN(C)C2CCCN(S(=O)(=O)c3ccccc3)C2)cc1OC (stereo not drawn),89,nt,110,nt,138
CN(c1cccc(NC(=O)c2ccc(Cl)c(S(=O)(=O)N3CCOCC3)c2)c1)S(C)(=O)=O,?,nt,63[may fluoresce red],nt,85[may fluoresce red]
COC(C(=O)N/N=C(\C)c1ccc(C(C)(C)C)cc1)c1ccccc1 (stereo not drawn),101,nt,92,nt,100
O=C(O)c1cccc(Nc2nc(-c3ccc([N+](=O)[O-])cc3)nc3ccccc23)c1,105,nt,88,nt,104
Clc1ccc(CNCC2CCCO2)cc1 (stereo not drawn),101,nt,101,nt,108
C[C@]12C=CC(=O)C=C1CC[C@@H]1[C@@H]2[C@@H](O)C[C@@]2(C)[C@H]1CC[C@]2(O)C(=O)COC(=O)CCC(=O)NCCc1ccc(O)cc1,105,nt,99,nt,111
CNS(=O)(=O)c1ccc(NC(=O)Nc2ccc3c(c2)OCO3)cc1,116,nt,79,nt,101
COCCCNC(=O)CCc1c(C)nc2c(c(C)nn2-c2ccccc2)c1C,100,nt,88,nt,106
Cc1ccccc1-c1cc2nc(C)c(C)c(=O)n2[nH]1,104,nt,96,nt,107
COCCNC(=S)Nc1cc2oc3ccccc3c2cc1OC,116,nt,83,nt,102
COCCSc1ccccc1C(=O)N1CCc2ccccc21,103,nt,98,nt,111
COc1cc(OC)c2ccc(=O)oc2c1C(CCN1CCOCC1)c1ccc2c(c1)OCO2 (stereo not drawn),nt,-8,nt,3,nt
C[C@]12c3[nH]c4ccc(Cl)cc4c3CCN1C(=O)[C@@H](CC(=O)NCCc1ccccn1)C[C@@H]2C(=O)N1CCCCC1,nt,9,nt,-11,nt
COCCCNC(=O)C[C@H]1C[C@H](C(=O)N2CCOCC2)[C@@]2(C)c3[nH]c4cc(-c5ccco5)ccc4c3CCN2C1=O,nt,-9,nt,-13,nt

# An excerpt of these results, tab-delimited.
compound	RPL19A TOR yeast	procasp7 counter	LAP4-GFP MLPCN	procasp3 activ	MEP2-GFP yeast
COC(C(=O)N/N=C(\C)c1ccc(C(C)(C)C)cc1)c1ccccc1 (stereo not drawn)	101	nt	92	nt	100
O=C(O)c1cccc(Nc2nc(-c3ccc([N+](=O)[O-])cc3)nc3ccccc23)c1	105	nt	88	nt	104
Clc1ccc(CNCC2CCCO2)cc1 (stereo not drawn)	101	nt	101	nt	108

# 7 entries already listed, ordered by the number in MEP2-GFP yeast, falling.
canonical_smiles,MEP2-GFP yeast
O=C(NCCN1CCN(c2ccccc2)CC1)Nc1ccccc1Br,115
COCCSc1ccccc1C(=O)N1CCc2ccccc21,111
COc1ccc(Cl)cc1C(=O)Nc1ccc2nc3n(c(=O)c2c1)CCCC3,109
Cc1ccccc1-c1cc2nc(C)c(C)c(=O)n2[nH]1,107
C/C(=N/NC(=O)c1cc(-c2ccccc2)nc2c(Cl)cccc12)c1cccnc1,105
O=C(O)c1cccc(Nc2nc(-c3ccc([N+](=O)[O-])cc3)nc3ccccc23)c1,104
CNS(=O)(=O)c1ccc(NC(=O)Nc2ccc3c(c2)OCO3)cc1,101

# (listing goes on)
SMILES,RPL19A TOR yeast,procasp7 counter,LAP4-GFP MLPCN,procasp3 activ,MEP2-GFP yeast
C=CCCN([C@H](CO)Cc1ccccc1)S(=O)(=O)c1ccccc1Br,nt,3,nt,-4,nt
CCN(CC)C(=O)[C@H]1C[C@H](CC(=O)NCCN2CCOCC2)C(=O)N2CCc3c([nH]c4cc(CCC(=O)N(C)C)ccc34)[C@]12C,nt,-6,nt,-1,nt
CC[C@]12c3[nH]c4ccc(OC)cc4c3CCN1C(=O)C(CC(=O)NCc1cccc(C(F)(F)F)c1)C[C@@H]2C(=O)N1CCN(C(=O)c2ccco2)CC1 (stereo partly drawn),nt,-1,nt,2,nt
CC[C@]12c3[nH]c4cc(CCC(=O)N(C)C)ccc4c3CCN1C(=O)[C@@H](CC(=O)NCCC1=CCCCC1)C[C@@H]2C(=O)N1CCN(C(=O)c2ccco2)CC1,nt,-1,nt,11,nt
CC[C@]12c3[nH]c4ccc(Cl)cc4c3CCN1C(=O)[C@@H](CC(=O)NCCCn1ccnc1)C[C@@H]2C(=O)N1CCN(C(=O)c2ccco2)CC1,nt,4,nt,11,nt
Cc1ccc(C)c(N2CCN(C(=O)CCc3nc(-c4ccc(Cl)cc4)no3)CC2)c1,nt,4,nt,-5,nt
Cc1cc2oc(=O)cc(-c3ccccc3)c2c(C)c1-c1ccc(OC(F)(F)F)cc1,nt,10,nt,10,nt
C[C@@H](c1ccccc1)N1C[C@H]2CCCN2c2cc(Br)ccc2S1(=O)=O,nt,9,nt,2,nt
COCCCNC(=O)C[C@H]1C[C@H](C(=O)N2CCCCC2)[C@@]2(CCc3ccccc3)c3[nH]c4ccc(Cl)cc4c3CCN2C1=O,nt,17,nt,-9,nt
NCC(=O)NCC(=O)NC[C@H]1O[C@@H](n2cnc3c(N)ncnc32)[C@H](O)[C@@H]1O,nt,0,nt,-1,nt
CCOC(=O)C1=CN(Cc2ccc(Br)cc2)S(=O)(=O)NC1C (stereo not drawn),nt,18,nt,-3,nt
C=CCN1CCS(=O)(=O)N(Cc2ccccc2)[C@@H](C(C)C)C1=O,nt,-1,nt,-3,nt
CN(C)C(=O)CCc1ccc2c3c([nH]c2c1)[C@]1(CCC2CCCC2)[C@@H](C(=O)N2CCOCC2)C[C@H](CC(=O)NCCN2CCOCC2)C(=O)N1CC3,nt,3,nt,1,nt
N#Cc1ccc(N[C@@H]2CCN3C(=O)c4ccccc4[C@@H]3C[C@H]2O)cc1,nt,1,nt,-7,nt
O=S1(=O)N[C@@H](Cc2ccccc2)COc2cc(Br)ccc21,nt,1,nt,0,nt
O=c1c2ccccc2oc2c1oc1ccccc12,nt,6,nt,0,nt
CC(C)=CCC/C(C)=C/CNC(=O)C[C@H]1C[C@H](C(=O)N2CCOCC2)[C@@]2(CCC3CCCC3)c3[nH]c4cc(-c5ccco5)ccc4c3CCN2C1=O,nt,2,nt,2,nt
COc1cc(OC)c2c(-c3cccc(-c4ccoc4)c3)cc(=O)oc2c1,nt,-4,nt,0,nt
CCCN=C1N(CC)C[C@@H]2[C@@H]3C(=O)N(Cc4ccccc4)C(=O)[C@@H]3[C@](Cc3ccccc3)(C(=O)OC)N12,nt,17,nt,-1,nt
CN(C)C(=O)CCc1ccc2c3c([nH]c2c1)[C@]1(C)[C@@H](C(=O)N2CCOCC2)C[C@H](CC(=O)NCCN2CCOCC2)C(=O)N1CC3,nt,-2,nt,7,nt
C[C@@H]1C(c2cccc(Cl)c2)=NN(c2ccc(Br)cc2)[C@H]1C(=O)N1CCOC1=O,nt,29*,nt,22*,nt
CC(C)C(=O)N[C@@H]1c2ccccc2CC[C@@H]1OCc1ccccc1,nt,6,nt,-9,nt
COCCCNC(=O)C[C@H]1C[C@H](C(=O)N2CCOCC2)[C@@]2(CCC3CCCC3)c3[nH]c4cc(CCC(=O)N(C)C)ccc4c3CCN2C1=O,nt,15,nt,-3,nt
COCCCNC(=O)C[C@H]1C[C@H](C(=O)N2CCOCC2)[C@@]2(C)c3[nH]c4cc(CCC(=O)N(C)C)ccc4c3CCN2C1=O,nt,0,nt,0,nt
COC(=O)[C@H](CCSC)NC(=O)Cn1cnc(C(=O)Nc2ccc(C)c(C)c2)n1,nt,10,nt,2,nt
COc1ccc(CC(=O)N[C@@H]2c3cc(OC)c(OC)cc3C[C@H]2OCc2ccccc2)cc1,nt,-8,nt,-1,nt
O=C1OCCN1C(=O)[C@H]1[C@H](c2ccc(Cl)cc2)C(c2ccc(F)cc2)=NN1c1ccccc1,nt,-3,nt,-6,nt
COc1ccccc1[C@H]1C(c2cccc(C)c2)=NN(c2ccccc2)[C@@H]1CO,nt,6,nt,21,nt
CCN(CC)C(=O)[C@H]1C[C@H](CC(=O)NC/C=C(\C)CCC=C(C)C)C(=O)N2CCc3c([nH]c4cc(CCC(=O)N(C)C)ccc34)[C@]12C,nt,1,nt,3,nt
O=C1OCCN1C(=O)[C@H]1[C@H](c2ccccc2)C(c2ccc(F)cc2)=NN1c1ccc(Br)cc1,nt,24,nt,19,nt
Cc1ccc(CNC(=O)Cn2cnc(C(=O)Nc3ccc(C)c(C)c3)n2)o1,nt,5,nt,1,nt
CC(C)[C@H](N)C(=O)NC[C@H]1O[C@@H](n2cnc3c(N)ncnc32)[C@H](O)[C@@H]1O,nt,0,nt,5,nt
CC(C)[C@H]1COCCS(=O)(=O)N1Cc1ccccc1-c1ccc(C(C)(C)C)cc1,nt,-8,nt,-2,nt
COc1ccc2c(c1)OC(=O)CC2c1cc(OC)c(OC)c(OC)c1 (stereo not drawn),nt,7,nt,4,nt
COc1ccccc1CNCCS(=O)(=O)NN1CCOCC1,nt,-4,nt,-3,nt
Cc1ccc(NC(=O)c2ncn(CC(=O)NCc3nc4ccccc4[nH]3)n2)cc1C,nt,6,nt,-4,nt
O=C1OCCN1C(=O)[C@H]1[C@H](c2ccc(F)cc2)C(c2ccccc2)=NN1c1ccc(Br)cc1,nt,29*,nt,16,nt
C#CCNCCS(=O)(=O)N(Cc1ccc(Br)cc1)[C@@H](C)C(=O)O,nt,10,nt,1,nt
CCOC(=O)C1=CNS(=O)(=O)NC1c1cccc(O)c1 (stereo not drawn),nt,-8,nt,-2,nt
C[C@]12c3[nH]c4ccc(Cl)cc4c3CCN1C(=O)[C@@H](CC(=O)NCCN1CCOCC1)C[C@@H]2C(=O)N1CCCCC1,nt,5,nt,3,nt
COCC(=O)N[C@@H]1c2cc(OC)c(OC)cc2C[C@H]1OCc1ccccc1,nt,-7,nt,-3,nt
C=CCC1[C@H](C)[C@H]2[C@@H]3CC[C@@H](C3)[C@H]2CN1S(=O)(=O)c1ccc(C)cc1 (stereo partly drawn),nt,4,nt,-4,nt
CCOC(=O)C1=CN(CC)S(=O)(=O)NC1c1cccc(OC)c1 (stereo not drawn),nt,-6,nt,4,nt
COc1ccc(-c2noc(CCCCC(=O)N3CCN(c4cc(C)ccc4C)CC3)n2)cc1,nt,12,nt,-4,nt
CN(C)C(=O)CCc1ccc2c3c([nH]c2c1)[C@]1(CCC2CCCC2)[C@@H](C(=O)N2CCOCC2)C[C@H](CC(=O)NCCC2=CCCCC2)C(=O)N1CC3,nt,4,nt,6,nt
COc1ccc(CNC(=O)C[C@H]2C[C@H](C(=O)N3CCCCC3)[C@@]3(C)c4[nH]c5ccc(Cl)cc5c4CCN3C2=O)cc1OC,nt,0,nt,-1,nt
COc1ccc(CNC(=O)C[C@H]2C[C@H](C(=O)N3CCOCC3)[C@@]3(CCC4CCCC4)c4[nH]c5cc(CCC(=O)N(C)C)ccc5c4CCN3C2=O)cc1OC,nt,-2,nt,7,nt
CC(C)(C)NC(=O)C(c1ccc(-c2ccccc2)cc1)N(C[C@H]1CC[C@@H]([C@@H]2CC[C@H](CO)O2)O1)C(=O)c1ccccc1F (stereo partly drawn),nt,6,nt,-4,nt
